NR2E3 ag-1: human photoreceptor-specific nuclear receptor agonism | Q9Y5X4 | CHO-S Gal4-NCOR/VP16-NR2E3 two-hybrid, luciferase | inhibition of corepressor binding, % at 3.98 µM | 360,000 compounds, 0.35% hits | AID 602229;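 active means inhibition above the mean of all tested compounds plus 3 SD, cut at about 70% in these data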;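 further: 0% = DMSO with NR2E3 transfected cells and 100% = cells lacking NR2E3 construct; higher means lower luciferase signal from less NR2E3 corepressor binding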
Target sequence (Q9Y5X4 whole entry, looked up, the tested form may be a part): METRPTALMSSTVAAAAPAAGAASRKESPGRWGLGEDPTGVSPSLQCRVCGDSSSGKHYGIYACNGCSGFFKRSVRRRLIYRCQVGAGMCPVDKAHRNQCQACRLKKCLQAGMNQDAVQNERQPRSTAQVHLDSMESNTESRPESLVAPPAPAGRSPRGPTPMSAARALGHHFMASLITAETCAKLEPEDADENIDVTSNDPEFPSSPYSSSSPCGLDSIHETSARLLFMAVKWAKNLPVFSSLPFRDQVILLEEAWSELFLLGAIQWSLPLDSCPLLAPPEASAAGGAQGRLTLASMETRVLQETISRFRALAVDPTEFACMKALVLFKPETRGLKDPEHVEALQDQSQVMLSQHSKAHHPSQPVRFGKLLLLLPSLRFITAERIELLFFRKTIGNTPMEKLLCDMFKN
Peg3 promoter: inhibitors of Peg3 promoter. HeLa PEG-Prom luciferase reporter, luminescence, overnight. inhibition, % at 20 µM. 360,000 compounds, 1.7% hits;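 active means inhibition of at least 50% at 20 µM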
NR2E3 ag-2: NR2E3 (human) agonism; GST-NR2E3/biotin-RetCOR TR-FRET, 1536-well; inhibition of corepressor binding, % at 4.78 µM; 320,000 compounds, 0.12% hits; AID 2300;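 active means percent inhibition above the cutoff of mean plus 3 SD of all tested compounds, set per screening campaign, cut at about 20% in these data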;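 further: 0% = DMSO wells and 100% = biotin wells as full block of FRET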
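System: GST-tagged NR2E3 plus biotinylated RetCOR corepressor; Buffer or medium: pH 7.5 Tris-based buffer; Probe or stimulus: RetCOR corepressor, biotinylated, 7 nM; Doses: compound at 4.8 µM, single dose; Schedule: 5 h incubation at 4 °C; Technique: time-resolved FRET; Evaluation: percent inhibition of TR-FRET ratio; Replication: one well per compound, singlicate testing.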
LMP1 NFkB inh: Epstein-Barr LMP1 NF-kappaB reporter inhibition; inhibition, % at 12.5 µM; LMP1-induced NF-kappaB luciferase reporter cells, luminescence; 350,000 compounds, 0.69% hits; in the data active means inhibition above about 41%;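 further: 0% = neutral control wells and 100% = reference inhibitor control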
Shn3 inh set2: Schnurri-3 reporter inhibition in Clone20 osteoblasts; AID 588674; 360,000 compounds, 0.52% hits; inhibition, % at 12.5 µM; Clone20 osteoblast Shn3 3'UTR firefly luciferase, 24 h;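 active means mean inhibition of at least 75% with every replicate also reaching 75%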;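 further: 0% = median of neutral control wells and 100% = pilot-screen positive control compound; some compounds past the cut are filed as inactive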
MITF TRPM1 inh: reduces MITF-dependent TRPM1 promoter luciferase signal. inhibition, % at 12.5 µM. 330,000 compounds, 0.83% hits. SK-MEL-5 TRPM1 promoter luciferase, 24 h. AID 488899;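 active means mean inhibition across replicates of 60% or more, whatever share of single replicates reaches that level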; further: values of inactives mirror those of a sister screen read the other way
KKLEB cytotox: counter-screen for CF NF-kB inhibitors: cytotoxicity; KKLEB CF airway cells viability, ATPlite luminescence, overnight; stronger effect = lower value; cells stimulated with P. aeruginosa culture filtrate; activity change (cytotoxicity), % at 5 µM; 360,000 compounds, 0.36% hits;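 active means corrected activity change at or below -50% at 5 µM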
CF NFkB block: cystic fibrosis NF-kB activation inhibition; KKLEB NF-kB-GFP reporter, PAF-induced, GFP fluorescence overnight; inhibition, % at 5 µM; 360,000 compounds, 0.86% hits;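 active means at least 50% inhibition at 5 µM, scaled per plate between neutral and stimulator controls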;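 further: PAF is a Pseudomonas aeruginosa culture filtrate used as stimulus; plate controls were PAF-stimulated DMSO wells for no effect and unstimulated DMSO wells for full effect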
C8 TRAIL sens: sensitizes caspase-8 expressing cells to TRAIL; NB7+C8 cells + TRAIL, ATPlite viability luminescence; inhibition (viability loss, TRAIL sensitization), % at 10 µM; 360,000 compounds, 1% hits; AID 624354;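 active means compounds causing at least 50% loss of cell viability in the single-dose screen, relative to plate controls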
HIF-2a inh: blocks HIF-2a reporter activity | 786-0 RCC cells HIF-2a reporter, luciferase luminescence, overnight | inhibition, % at 18.8 µM | 360,000 compounds, 0.72% hits | AID 624352;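 active means inhibition of the luminescence signal of 40% or more relative to plate controls, in a single-dose primary screen at 18.75 µM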
hiPSC survival: enhancers of human iPSC single-cell survival; hiPSC single-cell survival, ATPlite luminescence; 100% = ROCK inhibitor wells, 0% = DMSO; survival enhancement, % at 20 µM; 360,000 compounds, 0.044% hits; in the data active means survival enhancement above about 18%;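 further: cells exposed to compounds for 16 hours before the ATP read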
* marks the source's active call; other numbers are inactive results; · = not tested or not shown. These rows are one share of the data; rates above refer to the full screens.

SMILES	NR2E3 ag-1	Peg3 promoter	NR2E3 ag-2	LMP1 NFkB inh	Shn3 inh set2	MITF TRPM1 inh	KKLEB cytotox	CF NFkB block	C8 TRAIL sens	HIF-2a inh	hiPSC survival
COc1ccc(CNC(=O)COC(=O)c2ccccc2C(=O)c2ccccc2)cc1	24	-3	1	-5	15	4	4	-5	1	19	3.0
COc1ccccc1CNC(=O)COC(=O)[C@H](Cc1c[nH]c2ccccc12)NC(=O)c1cccs1	-8	18	-4	2	2	3	-3	-4	31	12	2.7
Cc1cccc(-c2nc(CS(=O)CC(=O)NCc3ccco3)c(C)o2)c1 (stereo unspecified)	-14	7	-1	3	-10	-3	8	6	1	3	0.3
COC(=O)c1ccc(NC(=O)COc2cccc(-n3cnnn3)c2)cc1	-4	-15	-2	-5	1	-12	10	-37	4	4	-0.5
CC(C)c1nnc(NC(=O)CSc2nnc(NC(=O)c3c(F)cccc3F)s2)s1	-12	-74	-2	-6	-43	-7	-1	2	14	6	0.2
COC(=O)Cn1ccc(N(C)C)c(C#N)c1=O	-3	14	0	0	-15	7	2	12	-13	12	-0.1
CCOc1cc(C(=O)N(C)Cc2cc3ccccc3[nH]c2=O)cc(OCC)c1OCC	-20	20	4	-12	-18	3	1	10	4	15	3.6
O=C(NCc1ccccc1)C(=O)NCC1OCCN1C(=O)c1ccc(Cl)cc1 (stereo unspecified)	-20	11	-1	3	-6	3	-31	13	-14	13	0.2
CCOC(=O)C1(C)CCN1C(=O)c1cc2ccccc2s1 (stereo unspecified)	-10	-28	·	·	-12	·	-3	10	4	-51	-1.6
O=C(NCC(c1ccco1)N1CCCC1)c1cccc(NS(=O)(=O)c2ccc(Br)cc2)c1 (stereo unspecified)	3	-14	0	1	1	-2	5	-2	12	5	1.3
CCCc1[nH]nc2c1C(c1cc(OC)cc(OC)c1)C(C#N)=C(N)O2 (stereo unspecified)	-14	2	3	27	0	-2	-2	12	-21	4	3.1
CC(C)CN1CCC(Oc2cccc(C(=O)NCCc3ccccc3)c2)CC1	-32	-12	1	-8	-56	-61	-19	31	-2	0	-0.4
Cc1ccc(CN2CCN(Cc3ccco3)CC2)cc1	-18	9	5	5	-45	0	-26	0	4	14	-0.4
CN(Cc1cn(C)nc1-c1ccc(Oc2ccccc2)cc1)C1CCOC1 (stereo unspecified)	18	-3	1	-2	12	13	6	-10	1	4	0.6
CCn1c(CN2CCN(Cc3ccc(C)cc3)C(CCO)C2)nc2ccccc21 (stereo unspecified)	27	0	6	5	-2	4	-5	-4	9	5	-0.7
Cc1ccc2c(C)nc(N/C(N)=N/S(=O)(=O)c3ccccc3)nc2c1	-35	-12	0	-2	-4	-4	4	-10	7	-6	-0.6
COc1ccc(CN2CCC(=O)N([C@H](CO)CC(C)C)CC2)cc1	-13	-5	2	0	8	-2	-5	16	-7	10	2.5
O=C1CCc2cc(S(=O)(=O)N3CCC(C(=O)NC4CCCC4)CC3)ccc2N1	5	2	1	8	6	-6	12	-18	-4	11	-0.5
COc1cc2c(cc1OC)CN(C(=O)c1ccc(OC)c(S(=O)(=O)N3CCCC3)c1)CC2	-9	-35	·	-3	-10	-7	-4	23	4	-20	-0.5
CC(C)OC(=O)CSc1nnc(-c2cnccn2)n1Cc1ccco1	-23	2	-1	9	13	-3	3	-7	-15	7	2.1
COc1ccc(CCN2CC(C(=O)Nc3cccc(C(C)=O)c3)CC2=O)cc1OC (stereo unspecified)	8	4	0	7	4	1	-1	16	1	15	-1.6
O=C(Nc1ccc(C(=O)N2CCCCC2)cc1)c1ccccc1Br	2	-17	3	2	26	-16	5	-4	-7	-8	-0.2
NC(=O)C1(Nc2ccccc2)CCCC1	-7	-9	·	6	9	-2	-16	8	2	12	-0.5
Cc1ccc(SCC(=O)O/N=C(\N)c2ccc([N+](=O)[O-])cc2)cc1	-15	-21	3	4	-4	6	2	-15	4	-23	1.2
COC(=O)CNC(c1ccccc1)c1cc(Br)ccc1NC(=O)CCN1CCOCC1 (stereo unspecified)	1	18	1	-3	-13	11	-8	7	-2	19	-2.6
CC(=O)Nc1ccc2c(c1)OCCO2	-3	8	0	1	1	0	-5	-11	-1	14	6.3
COc1cccc(NC(=S)N/N=C2\CC(C)(C)Oc3ccc(O)cc32)c1	-13	-6	1	10	14	-9	5	12	0	-2	-3.4
CC(C)(C)c1[nH]nc2c1C(c1ccsc1)C(C#N)=C(N)O2 (stereo unspecified)	11	10	-1	8	10	2	17	-14	-5	17	5.3
COc1ccc(NC(=O)c2sc3nc(C)cc(C)c3c2N)cc1	-141	-339	0	-38	-104	-104	-8	-28	10	-297	-0.7
COc1cccc(C(=O)NNC(=O)C(=O)Nc2ccc(C)cc2)c1	-43	-37	0	4	26	-3	12	14	6	-35	-0.4
COc1cc2[nH]c(C(=O)N3CCN(c4ccc(F)cc4)CC3)cc2c(OC)c1OC	-6	12	2	2	16	8	-4	-6	1	16	-0.3
CSc1ccc(S(=O)(=O)N2CCC(C(=O)NCCc3ccccc3)CC2)cc1	-20	-1	·	4	-13	-11	-8	13	5	-11	0.1
O=C(CCSc1nnc2ccccn12)Nc1ccc2c(c1)OCO2	-25	-13	2	-1	-14	-9	15	1	0	-20	1.5
Nc1ncnc2c1CCC2	6	5	1	-1	9	3	4	-15	-5	4	1.3
CCOc1ccccc1CN1CCN(Cc2nc3c(s2)CCCC3)CC1CCO (stereo unspecified)	2	17	0	-1	26	9	7	-7	8	10	-2.5
Cc1cc(C)n(C(=O)/C(C#N)=N\Nc2ccccc2[N+](=O)[O-])n1	-32	14	5	3	-48	-5	3	-19	0	7	-0.6
O=C(O)c1ccc2c(c1)C1C=CCC1C(c1ccncc1)N2 (stereo unspecified)	-38	-1	23*	1	-3	0	1	0	-31	5	0.3
Cc1cc(C(=O)OCC(=O)Nc2ncc(C(F)(F)F)cc2Cl)c(C)o1	-25	-50	0	-6	-6	-14	4	2	16	-23	-2.0
CSc1ncnc2c1ncn2CCCNCc1ccco1	-15	-12	·	-11	0	·	-16	-14	4	10	3.3
Cc1ccc2c(c1)N(C(=O)CCC(=O)NCCCN1CCC(Cc3ccccc3)CC1)CCO2	-37	23	-1	-18	8	-9	1	-3	2	-12	-4.6
Cc1ccc(OC(=O)c2ccc(S(=O)(=O)N(C)C)cc2)c(-n2nc3ccccc3n2)c1	-80	-264	1	-19	-78	-77	5	0	11	-257	0.2
CCN(Cc1ccccc1)C(=O)CN1C(=O)NC(CC)(c2ccc(F)cc2)C1=O (stereo unspecified)	-8	-11	-1	-2	-11	-10	-2	19	-15	9	-0.3
CC1=C/C(=C\c2ccc(Br)o2)C(=O)O1	-17	10	9	-5	-7	4	3	8	-9	7	2.6
COc1ccc(C(=O)OCC(=O)NCc2ccco2)cc1S(=O)(=O)N1CCN(c2cccc(Cl)c2)CC1	10	11	-3	-4	-8	0	-3	-4	-9	24	2.8
Cc1cccn2c(=O)c3cc(C#N)c(=O)n(-c4c(C)n(C)n(-c5ccccc5)c4=O)c3nc12	-42	16	1	-1	-8	10	6	-15	-2	12	-1.9
CCN(Cc1nc(-c2ccc(OC)cc2)no1)C(=O)c1ccc2c(c1)OCO2	-1	8	-3	4	-3	-3	-2	-4	-7	0	1.2
CCOC(=O)C1CCN(C(=O)CS(=O)(=O)Cc2nc(-c3ccccc3Cl)oc2C)CC1	18	6	3	-9	6	·	3	-1	22	8	0.8
O=C(CSc1nc2cc(S(=O)(=O)N3CCOCC3)ccc2o1)NC1CCCc2ccccc21 (stereo unspecified)	-1	-1	1	10	43	11	-3	8	-9	-2	-0.6
COc1nc(-c2ccc(Cl)cc2)ccc1-c1noc(-c2cccs2)n1	-9	1	-2	-2	12	-14	8	16	0	-2	1.5
O=C(CSc1nc2ccccc2n1Cc1ccccc1)N/N=C/c1ccco1	14	8	-4	7	3	20	17	-44	-10	5	6.7
COc1ccc(CN(C(=O)c2cccs2)C(C(=O)NC2CCCCC2)c2ccc3ncccc3c2)cc1 (stereo unspecified)	-38	10	1	6	-5	13	-2	1	-1	14	1.2
CC(=O)N(C(C)=O)S(=O)(=O)c1ccc(N=NN2CCOCC2)cc1	4	17	-3	4	-6	5	-22	13	10	38	5.2
Cc1noc(C)c1COc1ccc(CC(=O)NCCc2ccccn2)cc1	-21	-2	0	1	7	-1	-1	20	8	23	-0.5
COc1ccc(/C=N/NC(=O)CSCC(=O)Nc2ccccc2)cc1	-10	-33	1	-30	9	-9	-11	-9	16	-37	0.1
COc1ccc(/C=C2\Oc3ccccc3C2=O)cc1	-118	-51	·	14	-29	11	-22	-25	72*	-39	-3.2
CC1CCC/C(=N\NC(=S)Nc2ccccc2)C1 (stereo unspecified)	-24	-22	-1	-2	-20	3	4	-5	-7	-21	0.1
CCS(=O)(=O)c1ccc(-c2cccc(NC(=O)COc3ccccc3)c2)nn1	29	1	-4	2	-19	-2	20	-14	8	1	-0.5
COc1cccc(C2CC(c3ccc(NS(C)(=O)=O)cc3)=NN2C(=O)c2ccccc2)c1OC (stereo unspecified)	-8	6	5	10	23	-4	4	-18	-16	9	0.0
CCN(C(=O)CN1CCCCC1)C1(C)C(=O)c2ccccc2C1=O	-22	-16	0	4	-28	-2	10	-4	3	13	-0.5
COc1ccc(NS(=O)(=O)c2cc(NC(=O)c3cccnc3Cl)ccc2N2CCCC2)cc1	-9	19	1	-19	·	1	9	3	-8	20	0.6
COc1cc(CNC[C@H]2O[C@@H](n3ccc(N)nc3=O)[C@H](O)[C@@H]2O)ccc1OCc1ccc(C)cc1	-12	-53	·	-1	-30	·	6	2	-7	-4	6.1
COc1ccc(S(=O)(=O)N(C)CC(=O)NCCc2ccccc2)cc1OC	-3	7	2	5	-7	14	-2	-6	-13	10	-0.5
CCC1CC2(C)NC(=O)c3c(sc4c3CC(C)(C)OC4)N2C1=O (stereo unspecified)	1	11	·	-3	8	7	0	-6	-7	6	-4.1

Part of the list above, reformatted.
SMILES,NR2E3 ag-1,Peg3 promoter,NR2E3 ag-2,LMP1 NFkB inh,Shn3 inh set2,MITF TRPM1 inh,KKLEB cytotox,CF NFkB block,C8 TRAIL sens,HIF-2a inh,hiPSC survival
COc1nc(-c2ccc(Cl)cc2)ccc1-c1noc(-c2cccs2)n1,-9,1,-2,-2,12,-14,8,16,0,-2,1.5
CCOc1ccccc1CN1CCN(Cc2nc3c(s2)CCCC3)CC1CCO (stereo unspecified),2,17,0,-1,26,9,7,-7,8,10,-2.5
O=C(NCC(c1ccco1)N1CCCC1)c1cccc(NS(=O)(=O)c2ccc(Br)cc2)c1 (stereo unspecified),3,-14,0,1,1,-2,5,-2,12,5,1.3
